Screening results: PubChem BioAssay, National Center for Advancing Translational Sciences (NCATS)
aSyn yeast rescue: alpha-synuclein toxicity suppression in yeast. 94,000 compounds, 0.02% hits. Potency, µM (titrated, usually from 46.1 µM), for inactives: top-dose growth rescue (activation), most hits filed as activators. S. cerevisiae alpha-synuclein toxicity rescue, BacTiter-Glo growth, 24 h. AID 1347070; active = well fitted activation curve with a large enough effect; inconclusive = small, poorly fitted or top-dose-only effect; note: 0% is about no effect
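Growth restoration measured by BacTiter-Glo luminescence after 24 hr at 30 deg C; alpha-synuclein yeast, raffinose-pregrown to mid-log, were added at OD600=0.02 in galactose medium onto pinned compounds.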
* marks the source's active call; other numbers are inactive results; ? = inconclusive; [ ] = remark or other dose. Potency is the fitted concentration of half-maximal effect.

Start of the listing, in advance (2 entries):
SMILES	aSyn yeast rescue
COc1ccc(C2C(C(N)=O)=C(C)Nc3nc(CCCO)nn32)c(OC)c1 (stereo unspecified)	0%
COc1ccc(C(=O)c2cn(CC(=O)Nc3cc(C)ccc3C)c3nc(C)ccc3c2=O)cc1	-4%

This part in full, from the first entry:
SMILES	aSyn yeast rescue
COc1ccc(C2C(C(N)=O)=C(C)Nc3nc(CCCO)nn32)c(OC)c1 (stereo unspecified)	0%
COc1ccc(C(=O)c2cn(CC(=O)Nc3cc(C)ccc3C)c3nc(C)ccc3c2=O)cc1	-4%
O=C(CCC(=O)N1CC2CCCN2c2ccccc21)NCc1ccccc1 (stereo unspecified)	-2%
O=C(OCC(=O)N1CCc2ccccc21)c1cncc(Br)c1	-11%
COc1cc([N+](=O)[O-])cc2cc(C(=O)N3CCN=C3c3ccccc3)c(=O)oc12	-5%
CCOc1ccc(NC(=O)CCSc2nc(-c3ccc4c(c3)OCO4)cc(C(F)(F)F)n2)cc1	22%
O=S(=O)(NCCc1csc2nc(-c3ccccc3)nn12)c1ccc(Oc2ccccc2)cc1	4%
COc1ccc(C(=O)Nc2ccccc2-c2nc(-c3ccc(OC)cc3)no2)cc1	-11%
COc1cc(C2c3c(oc4cc(C)c(C)cc4c3=O)C(=O)N2CCCN2CCOCC2)ccc1O (stereo unspecified)	0%
Cc1ccc(OCCSc2nc3ccccc3n2CCC(=O)O)c(C(C)C)c1	-11%
Cc1ccc(C(C)C)c(OCC(O)CN(C)Cc2ccccc2)c1 (stereo unspecified)	5%
CCC(=O)N1c2ccc(S(=O)(=O)CCC(=O)Nc3ccc(OC)cc3OC)cc2CC1C (stereo unspecified)	-4%
CC(C)c1ccc(NC(=O)c2ccc(F)c(S(=O)(=O)N3CCCCCC3)c2)cc1	1%
Cc1ccc(Cn2ccnc2SCC(=O)Nc2ccc3c(c2)OCO3)cc1	4%
O=C(CCNc1n[nH]c(=O)[nH]c1=O)N/N=C/c1ccccc1Br	0%
Cc1cc(C(=O)NCCC(C)C)c2ccccc2n1	-1%
COc1cccc(C(=O)c2c(N)c(-c3nc(-c4ccccc4)cs3)c3ccccn23)c1	4%
CCc1cccc(NC(=O)c2cn3c4c(ccc(Cl)c4c2=O)OC(C)C3)c1 (stereo unspecified)	-7%
COc1ccc(CNC(=O)CNS(=O)(=O)c2cccc(C#N)c2)cc1OC	-14%
CCCOc1ccc(-c2cccc(NS(=O)(=O)c3ccc(CC)cc3)c2)nn1	-1%
COc1cccc(C(=O)N2CC(=O)Nc3ccc(C)cc3C2c2ccc(F)cc2)c1OC (stereo unspecified)	-10%
COc1cccc(CN(C)C(=O)C2CCCN(C(=O)c3ccc(Cl)cc3)C2)c1 (stereo unspecified)	4%
Cn1cc(C(=O)O)c(-c2ccc3c(c2)OCCCO3)n1	-7%
CN(C)S(=O)(=O)c1cccc(NC(=O)COC(=O)c2cc3ccccc3oc2=O)c1	-13%
COC(=O)C1(C)CCCC2(C)c3cc(OC)ccc3C(=O)C(Br)C12 (stereo unspecified)	-4%
C[C@@H]1CN([C@H](C)CO)C(=O)CCCn2nncc2CO[C@H]1CN(C)S(=O)(=O)c1ccc(-n2cccn2)cc1	-10%
CCOC(=O)c1c(NC(=O)CS(=O)(=O)c2ccc(Cl)cc2)sc2c1CCCC2	6%
CS(=O)(=O)c1ccccc1C(=O)Nc1nc2ccccc2[nH]1	-8%
O=C(CNS(=O)(=O)c1cccs1)N1CCN(c2ccccc2Cl)CC1	2%
Cc1ccc(C(=O)Nc2ccccc2Sc2ccccc2)cc1	-4%
CCOC(=O)C1(C)C=C(Nc2ccc(C(N)=O)cc2)C(=O)N1c1ccccc1 (stereo unspecified)	3%
CCOc1cccc(=O)c2c(C)n(CC(=O)c3ccccc3)c(C)c12	8%
CCCCOc1ccc(C(=O)N2CCN(CCc3ccncc3)CC2)cc1	-9%
COc1ccc(-c2cc3nc(-c4ccc(C)cc4)cc(C(F)(F)F)n3n2)cc1	-1%
CCOc1cc(C(=O)NCc2ccc3c(c2)CCN3C(=O)c2ccc(F)cc2)cc(OCC)c1OCC	-6%
CCc1ccccc1NC(=O)CSc1nc2ncccc2o1	-1%
CCN(CCCNC(=O)Cn1ncc2c([nH]c3ccc(C)cc32)c1=O)Cc1ccccc1	11%
O=C(NCC1CCCO1)C1CCCN(S(=O)(=O)c2cccc(C(F)(F)F)c2)C1 (stereo unspecified)	1%
CCc1ccccc1NC(=O)Cn1nnc(-c2nc(-c3ccncc3)no2)c1N	-2%
CC(C)(C)c1ccc(-c2noc(CCC(=O)Nc3cccc(Cl)c3)n2)cc1	8%
COc1ccccc1CNC(=O)c1oc2c(c1C)-c1nn(Cc3ccc(Cl)cc3)cc1CC2	15%
COc1cccc(-c2ccc3c(c2)O[C@H](CN(C)C(=O)c2ccccc2F)[C@H](C)CN([C@H](C)CO)S3(=O)=O)c1	7%
CC1=C(C(=O)N2CCN(c3ccccc3)CC2)C2(CCCCC2)OC1=O	-2%
COc1ccccc1C(C(=O)NC1CCCCC1)N(C(=O)c1csnn1)C1CC1 (stereo unspecified)	5%
CCCN(CCC)CCNC(=O)CN1C(=O)COc2ccc(S(=O)(=O)N3CCC(C)CC3)cc21	6%
Cc1ccc(CNC(=O)C(=O)NCC(c2cccs2)S(=O)(=O)c2cccs2)cc1 (stereo unspecified)	-7%
Cc1cc(/C=N/NC(=O)c2ccoc2C)cc(C)c1O	-2%
Cc1occc1-c1nnc(SCC(=O)Nc2ccc(F)cc2)n1C	-16%
COc1cc(Br)ccc1NC(=O)c1ccccc1-c1ccccc1C(=O)O	-8%
Cc1ccc(-c2nc3ccccn3c2Nc2ccc3c(c2)OCCO3)o1	-16%
COc1cc(NC(=O)CN2C(=O)c3ccccc3Sc3ccc(C(=O)N4CCCC4)cc32)cc(OC)c1	7%
O=C(N/N=C/c1cccc(F)c1)c1c(O)c2ccccc2[nH]c1=O	1%
COc1ccc(OC)c(/C=C/c2nc3ccccc3c(=O)n2-c2ccc(F)c(Cl)c2)c1	10%
CCCn1c(CNC(=O)c2cccs2)nc2ccccc21	-1%
COc1ccc(-n2c(=O)c3c4c(sc3n(Cc3c(F)cccc3Cl)c2=O)CN(C(C)=O)CC4)cc1OC	7%
COc1ccc2c(c1)Cc1sc(NC(=O)c3cccc(C)c3)nc1-2	-8%
CC(C)N(C)S(=O)(=O)c1ccc(NC(=O)CSC(=S)N2CCCC2)cc1	-3%
COc1cccc(N(C(=O)Cn2nnc(-c3ccc(C)o3)n2)C(C(=O)NC2CCCC2)c2ccncc2)c1 (stereo unspecified)	3%
O=C(NCCc1ccc(Cl)cc1)c1cc(-c2ccc(Cl)cc2)n[nH]1	-2%
CCOc1cc(N2CCOCC2)c(OCC)cc1NC(=O)c1cccc(S(=O)(=O)N2CC(C)OC(C)C2)c1 (stereo unspecified)	-6%

The results go on:
SMILES	aSyn yeast rescue
CCn1cc(S(=O)(=O)CC(=O)Nc2ccc3c(c2)OCO3)c2ccccc21	-3%
O=c1c2cc3c(cc2n(Cc2cccc(F)c2)c(=O)n1Cc1nc(-c2ccccc2)no1)OCO3	11%
CCc1nccn1S(=O)(=O)c1cc(Br)ccc1Br	7%
COCc1cc(C)nc2c1C(=O)NC(c1ccc(C)cc1)N2Cc1ccccc1 (stereo unspecified)	3%
COC(=O)c1c(-c2ccccc2)csc1NC(=O)C1CC=CCC1C(=O)O (stereo unspecified)	3%
CCOc1ccc(NCc2cccn2-c2nnc(N3CCC(C(=O)NCCc4ccc(OCC)c(OCC)c4)CC3)s2)cc1	-11%
O=C(CSc1nnc(NC(=O)c2ccccc2F)s1)NC1CC1	-3%
Cc1cccc(NC(=O)CCn2cnnn2)c1	-4%
CSCCC(C)N1CCC(Oc2ccc(C(=O)NCc3ccccn3)cc2)CC1 (stereo unspecified)	-3%
COc1ccccc1C(=O)OCc1cc(=O)n2nc(C3CCCCC3)sc2n1	0%
COCC(=O)N1CCCC(C(=O)c2ccc(Oc3ccccc3)cc2)C1 (stereo unspecified)	-36%[inhibitor]
CCCC(=O)n1nc(-c2ccccc2)nc1SC	9%
Cc1cccc(-c2nc3cc(NC(=O)COc4ccccc4F)ccc3o2)c1	-6%
Cc1ccc(C2=NN(C(=O)CCl)C(c3cccs3)C2)o1 (stereo unspecified)	17%
COc1ccccc1N(C)S(=O)(=O)c1ccc(C(=O)N2CCCc3ccccc32)cc1	0%
O=C(CSc1nncs1)Nc1ccc2[nH]c(=O)[nH]c2c1	-3%
COc1cc(C#N)ccc1OCC(=O)Nc1cccc(S(=O)(=O)N2CCCC2)c1	3%
CCCc1cc(=O)oc2cc(C)c3c(C(C)(C)C)coc3c12	8%
CCCc1ccc(OC(=O)c2sc3ncn(Cc4cccc(F)c4)c(=O)c3c2C)cc1	4%
COc1cccc(CN2CCCN(Cc3ccc(F)cc3)S2(=O)=O)c1	2%

Ordered by count of non-hydrogen atoms (highest first): part of the list above.
SMILES	aSyn yeast rescue
COc1cccc(-c2ccc3c(c2)O[C@H](CN(C)C(=O)c2ccccc2F)[C@H](C)CN([C@H](C)CO)S3(=O)=O)c1	7%
C[C@@H]1CN([C@H](C)CO)C(=O)CCCn2nncc2CO[C@H]1CN(C)S(=O)(=O)c1ccc(-n2cccn2)cc1	-10%
CCOc1ccc(NC(=O)CCSc2nc(-c3ccc4c(c3)OCO4)cc(C(F)(F)F)n2)cc1	22%
O=S(=O)(NCCc1csc2nc(-c3ccccc3)nn12)c1ccc(Oc2ccccc2)cc1	4%
CCC(=O)N1c2ccc(S(=O)(=O)CCC(=O)Nc3ccc(OC)cc3OC)cc2CC1C (stereo unspecified)	-4%
COc1cccc(C(=O)c2c(N)c(-c3nc(-c4ccccc4)cs3)c3ccccn23)c1	4%
CN(C)S(=O)(=O)c1cccc(NC(=O)COC(=O)c2cc3ccccc3oc2=O)c1	-13%
COc1cc(C#N)ccc1OCC(=O)Nc1cccc(S(=O)(=O)N2CCCC2)c1	3%
Cc1cccc(-c2nc3cc(NC(=O)COc4ccccc4F)ccc3o2)c1	-6%
O=C(CCC(=O)N1CC2CCCN2c2ccccc21)NCc1ccccc1 (stereo unspecified)	-2%
CC1=C(C(=O)N2CCN(c3ccccc3)CC2)C2(CCCCC2)OC1=O	-2%
CCOc1cccc(=O)c2c(C)n(CC(=O)c3ccccc3)c(C)c12	8%
Cc1occc1-c1nnc(SCC(=O)Nc2ccc(F)cc2)n1C	-16%
O=C(CCNc1n[nH]c(=O)[nH]c1=O)N/N=C/c1ccccc1Br	0%
CS(=O)(=O)c1ccccc1C(=O)Nc1nc2ccccc2[nH]1	-8%
O=C(CSc1nncs1)Nc1ccc2[nH]c(=O)[nH]c2c1	-3%
Cc1cc(C(=O)NCCC(C)C)c2ccccc2n1	-1%
CCc1nccn1S(=O)(=O)c1cc(Br)ccc1Br	7%

The results go on.
SMILES	aSyn yeast rescue
COc1ccc(/C=C\C(=O)NCc2ccc3[nH]c(C)cc3c2)cc1OC	0%
Cc1ccc(Cl)c(NC(=O)CN2C(=O)C(C)N(c3ccc(F)cc3)C2=O)c1Cl (stereo unspecified)	0%
CCCCn1c(=O)cc(N2CCOCC2)[nH]c1=O	9%
O=C(c1ccc(Br)cc1)N1CCN(S(=O)(=O)c2ccccc2)CC1	0%
CCOC(=O)Cc1ccc(NC(=O)NC(C)c2c(-n3cccc3)sc(C)c2C)cc1 (stereo unspecified)	3%
COc1cccc(-c2nn(-c3ccccc3)cc2/C=C(\C#N)C(=O)NCCCn2ccnc2)c1	-5%
CCN(CC)CCN=c1c(C)nc(C#N)c(N)n1O	-9%
CN(C)CCCN=C(NO)c1ccc(Cl)cc1Cl	8%
O=C(NNC(=O)c1csc(N2CCOCC2)n1)c1cccnc1	1%
COCC(=O)N1CCC(c2nc3ccccc3[nH]2)CC1	-2%
Cc1cc2n(n1)C(c1ccccc1)CC(c1ccc(Br)cc1)=N2 (stereo unspecified)	2%
CCOc1cc(C2C(C(=O)c3ccco3)=C(O)C(=O)N2CC2CCCO2)ccc1O (stereo unspecified)	-6%
Cc1ccc(C(=O)Nc2cccc(C(F)(F)F)c2)cc1Nc1cncnc1	-2%
Cc1[nH]c2c(C)cccc2c1CCNC(=O)C1CCCCC1C(=O)OCC(F)(F)F (stereo unspecified)	18%
CCCn1cc(SCC(=O)NCC2CCCO2)c2ccccc21 (stereo unspecified)	-5%
CC(C)Oc1ccc(CNC(=O)c2cc3cccc4c3n2CC(C)S4)cc1 (stereo unspecified)	-2%
COc1ccc(/C(=C/Nc2cccc(Br)c2)C(C)=O)cc1OC	4%
COc1ccc(NC(=O)CSc2ccc3nc(-c4ccccc4)cn3n2)c(OC)c1	-5%
CC(C)c1cc(C(=O)OCC(=O)NC2CC2)c(O)c(C(C)C)c1	3%
CCOc1ccc(NC(=O)c2ccc3[nH]c(C)c(C)c3c2)cc1	-6%
O=C(Cn1c(=O)n(-c2ccc(Cl)cc2)c(=O)c2sc3ccccc3c21)NC1CCCCC1	-9%
O=C(NCc1ccccc1Cl)C1CCN(C(=O)c2ccco2)CC1	-5%
COc1ccc(CCNC(=O)CN(c2cc([N+](=O)[O-])ccc2OC)S(C)(=O)=O)cc1	-14%
CC(C)(C)NC(=O)NCc1ccco1	-15%
COc1ccc(C(=O)NCCS(=O)(=O)NCc2cccs2)cc1	-4%
O=C(O)C#Cc1cccc2ccccc12	5%
CCn1c(SCc2ccc(F)cc2Cl)nnc1-c1nonc1NC(C)=O	-8%
CC(=O)Nc1ccc(NC(=O)C(C)n2c3ccccc3c3nc(=O)cc(C)n32)cc1 (stereo unspecified)	-13%
Cc1ccc(CCNC(=O)CN2C(=O)COc3ccc(S(=O)(=O)N4CCCCCC4)cc32)cc1	3%
COc1cccc2[nH]c3c(=O)n(CCCN4CCOCC4)cnc3c12	?
Cc1ccc(NC(=O)CCCN2C(=O)C(c3ccccc3)Oc3cccnc32)c(C)c1 (stereo unspecified)	4%
Cn1cccc1CN1CCC[C@]2(N[C@H](c3ccc(C(F)(F)F)cc3)[C@@H]3C(=O)N(Cc4ccccc4)C(=O)[C@@H]32)C1=O	-5%

Not all compounds are listed (hit frequency here may not be typical).
